APJ antagonist: APJ receptor antagonism | CHO-K1 APJ beta-arrestin complementation, luminescence | AID 2521 | P35414 | hit rate 0.32% among 330,000 | inhibition, % at 20 µM;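 active = inhibition above about 40% at 20 µM, limit read from the data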;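 note: cells challenged with 10 nM apelin-13 agonist together with compound; plate controls were apelin-13 plus DMSO wells for no effect and DMSO wells lacking apelin-13 for full effect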
XBP1 UPR activ: activators of adaptive arm of unfolded protein response (XBP1) | activation, % at 20 µM | hit rate 0.33% among 330,000 | CHO-XBP1 luciferase reporter, IRE1-XBP1 UPR activation, luminescence; percent of tunicamycin response, DMSO as zero;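 active = versus positive control, 20 µM dose yields 30% or more activation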;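 note: 100% = tunicamycin at 10 µg/mL and 0% = DMSO only wells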
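Assay system: IRE1-XBP1 luciferase reporter CHO line. Input: 1000 cells/well. Buffer or medium: F12 with 10% serum. Doses: 20 µM, 1% DMSO. Times: overnight seeding at 37 °C, 6 h compound treatment at 37 °C. Technique: Steady-Glo luciferase glow luminescence, 10 min after reagent addition.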
UPR CHOP act: apoptotic UPR (CHOP) activation; CHO-CHOP luciferase reporter, luminescence; percent of tunicamycin response over DMSO baseline; activation, % at 10 µM; hit rate 0.34% among 330,000;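 active = at 10 µM dose, activation of 40% or more, normalized to positive control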;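 note: 100% = tunicamycin at 10 µg/mL and 0% = DMSO alone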
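Test system: CHO-CHOP cells, stable luciferase reporter of PERK-eIF2a-CHOP signalling | Quantity: 500 CHO-CHOP cells per well | Buffer or medium: F12 plus 10% serum | Compound dosing: 10 µM single point, 0.5% DMSO | Schedule: 6 h compound treatment, 37 °C | Signal: Luciferase luminescence | Control set: Tunicamycin high control, DMSO low control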
CXCR6 block: CXCR6 (human) receptor inhibition | O00574 | CHO-K1 PathHunter CXCR6 beta-arrestin, luminescence | inhibition, % at 20 µM | hit rate 0.36% among 360,000 | AID 602244; in the data active = inhibition above about 34%, passing the limit was not always enough;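 note: antagonist mode with CXCL16 agonist at 10 nM final; 0% = 10 nM CXCL16 with DMSO and 100% = unstimulated wells without agonist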
tim23-1 inh: inhibits growth of tim23-1 mutant yeast | AID 463212 | inhibition, % at 20 µM | hit rate 1.3% among 330,000 | S. cerevisiae tim23-1 growth, BacTiter-Glo luminescence, 24 h;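 active = growth inhibition of the mutant yeast at or above 50%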;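 note: temperature-sensitive mutant grown at 25 °C; plate controls were DMSO-treated mutant yeast for no effect and medium wells lacking yeast for full effect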
APJ ag: agonists of human APJ apelin receptor. P35414. CHO-K1 APJ PathHunter beta-arrestin, luminescence; 0% DMSO wells, 100% apelin. activation, % at 20 µM. hit rate 0.11% among 330,000;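 active = activation more than six SD over the plate average, tested at 20 µM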;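 note: 0% = DMSO alone and 100% = apelin-13 at 10 nM; some results filed as inactive read as strong as hits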
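Material: engineered CHO-K1 APJ arrestin reporter cells; amount: 1000 CHO-K1 reporter cells seeded per well; incubation: compound stimulation 90 min at 25 °C, detection 60 min; signal: luminescent beta-gal fragment complementation, chemiluminescent substrate; read-out basis: APJ agonist activity; controls: DMSO-only wells as negative, 10 nM Apelin-13 as positive control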
EBI2 block: blocks human EBI2 receptor beta-arrestin signaling | P32249 | EBI2 beta-arrestin recruitment, luminescence, 7a,25-OHC stimulated | inhibition, % at 5 µM | hit rate 0.81% among 360,000; in the data active = inhibition above about 38%;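 note: enzyme fragment complementation signal reports receptor beta-arrestin coupling in cells; 0% = agonist plus DMSO wells and 100% = wells without agonist; some results beyond the cut were filed as inactive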
Mdm2-MdmX inh: human Mdm2/MdmX binding inhibition; SaOS-2 split-luciferase Mdm2/MdmX complementation, luminescence; hit rate 3% among 330,000; inhibition, % at 8 µM; O15151+Q00987;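 active = inhibition of at least 50% at 8 µM in the primary screen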
Target sequence (O15151 whole entry, looked up): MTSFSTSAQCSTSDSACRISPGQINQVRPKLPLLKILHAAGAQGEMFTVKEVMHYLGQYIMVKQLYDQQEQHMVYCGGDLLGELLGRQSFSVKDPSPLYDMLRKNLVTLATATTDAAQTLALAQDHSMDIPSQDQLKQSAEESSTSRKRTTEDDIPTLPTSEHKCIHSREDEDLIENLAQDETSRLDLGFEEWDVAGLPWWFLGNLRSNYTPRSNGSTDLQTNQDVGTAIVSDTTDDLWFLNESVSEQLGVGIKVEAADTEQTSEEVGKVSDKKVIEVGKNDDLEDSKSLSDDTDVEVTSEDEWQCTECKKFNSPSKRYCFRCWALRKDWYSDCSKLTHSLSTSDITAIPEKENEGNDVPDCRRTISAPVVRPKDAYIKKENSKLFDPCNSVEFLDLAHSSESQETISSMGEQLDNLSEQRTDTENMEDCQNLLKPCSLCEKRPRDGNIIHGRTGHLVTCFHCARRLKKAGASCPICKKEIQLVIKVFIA
Target sequence (Q00987 whole entry, looked up): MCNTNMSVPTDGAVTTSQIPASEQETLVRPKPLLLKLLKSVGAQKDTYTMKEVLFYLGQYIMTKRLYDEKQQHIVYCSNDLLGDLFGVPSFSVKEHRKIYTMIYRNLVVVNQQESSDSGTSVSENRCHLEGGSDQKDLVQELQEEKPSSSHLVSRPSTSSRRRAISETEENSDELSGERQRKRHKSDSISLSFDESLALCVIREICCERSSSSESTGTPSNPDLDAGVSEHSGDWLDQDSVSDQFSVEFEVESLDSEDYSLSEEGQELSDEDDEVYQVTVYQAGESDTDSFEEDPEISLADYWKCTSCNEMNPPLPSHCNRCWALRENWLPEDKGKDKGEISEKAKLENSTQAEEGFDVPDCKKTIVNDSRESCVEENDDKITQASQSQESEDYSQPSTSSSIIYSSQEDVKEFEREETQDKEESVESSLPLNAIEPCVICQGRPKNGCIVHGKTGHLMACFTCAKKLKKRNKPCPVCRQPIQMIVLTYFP
CCR6 antagonist: antagonists of human CCR6 receptor | P51684 | CHO-K1 CCR6 PathHunter beta-arrestin, luminescence, CCL20-stimulated | inhibition, % at 20 µM | hit rate 0.49% among 340,000 | AID 493098;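 active = compounds whose inhibition of the agonist-driven luminescence signal at 20 µM reaches about 50%, limit read from the data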;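 note: cells stimulated with CCL20 at 14 nM final; plate controls were DMSO with CCL20 for no effect and DMSO without agonist for full effect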
The depositor's hits bear a star; . = not tested or not shown.

SMILES	APJ antagonist	XBP1 UPR activ	UPR CHOP act	CXCR6 block	tim23-1 inh	APJ ag	EBI2 block	Mdm2-MdmX inh	CCR6 antagonist
Cc1onc(-c2ccccc2)c1C(=O)NCC1COc2ccccc2O1 (stereo unspecified)	11	-2	-3.2	4	6	-1	1	-4	5
COC(=O)c1ccc(OCC(O)CNCC(c2ccc(OC)cc2)N(C)C)c(OC)c1 (stereo unspecified)	11	0	3.2	-8	9	1	-13	3	6
COc1c2ccoc2nc2c(OC)cccc12	9	6	2.6	4	19	-6	-5	-14	-2
C=C1C[C@@]23CCC4[C@@](C)(CCC[C@@]4(C)C(=O)O)C2CC[C@]1(O)C3 (stereo partly specified)	-1	-1	1.9	2	10	-2	4	-12	-3
COc1cccc(C(=O)N(CN2CCCC2=O)c2ccccc2OC)c1	-8	1	1.1	0	8	2	-14	-1	7
COc1ccc(C(=O)Cn2nnc(-c3cccs3)n2)cc1	7	1	6.8	-4	5	-2	0	-11	11
Cc1ccc(S(=O)(=O)N2CCCC2C(=O)N2CCCCCC2)cc1 (stereo unspecified)	0	-1	0.8	-9	19	-1	-5	5	-18
COc1ccc(N2CCN(c3cc(C)nc4ccc(OC)cc34)CC2)cc1	-1	-3	-0.7	5	25	-4	21	16	10
O=C(N/N=C1\CC2CC=CC12)c1ccc(O)cc1 (stereo unspecified)	-1	-1	0.0	2	-5	-3	-4	14	12
COc1ccc(N=c2oc3ccccc3cc2C(=O)Nc2ccccn2)cc1OC	1	14	12	.	1	2	.	38	.
Cc1ccc(-c2nn(C)c(=O)c3ccccc23)cc1CNC(=O)c1ccccc1	21	1	0.4	-12	31	-1	8	37	-5
Cc1ccc(Cn2nc(C)cc2C(=O)Nc2ccc(Cl)cc2)cc1	-13	6	4.7	-3	9	-4	6	5	6
Cc1ccc(-c2nc(CN3CCN(C(=O)C4CCCO4)CC3)cs2)cc1 (stereo unspecified)	8	-7	-2.1	-1	4	7	-4	11	10
Cc1c(NC(=O)CSc2ccccc2Cl)c(=O)n(-c2ccccc2)n1C	9	0	-0.3	-5	-2	-5	1	-26	10
COc1ccc(Br)cc1CN1CCCC(C(=O)N2CCCCCC2)C1 (stereo unspecified)	-5	-3	-0.5	4	6	-3	4	7	-9
Cn1c(=O)c2c(nc(NC3CCCCC3)n2CC(O)COc2ccccc2)n(C)c1=O (stereo unspecified)	2	-1	0.6	5	-41	3	11	-28	21
O=C(NC(=S)N1CCCc2ccccc21)c1ccccc1	15	7	-1.1	-2	6	-5	17	8	-13
COc1ccc(C(=O)N2CCc3cc(OC)c(OC)cc3C2)cc1OC	-5	0	-1.0	3	24	6	-3	0	-8
CCc1ccc(C(=O)C(C)OC(=O)C2COc3ccccc3O2)cc1 (stereo unspecified)	10	-1	1.5	-4	19	-3	-2	16	5
O=C1OC(N2C(=O)CC[C@H]2C(=O)NCC2CCCO2)c2ccccc21 (stereo partly specified)	-9	0	-1.6	-4	-2	-3	-1	15	12
Cc1ccc(Cl)cc1N(Cc1ccc(C(=O)NCc2cccnc2)cc1)S(=O)(=O)c1ccccc1	-8	-2	-0.3	-1	22	0	-10	20	-11
CN(C)CCn1c(=O)n(-c2cccc(Cl)c2)c(=O)c2c3c(sc21)CCCCC3	7	0	-0.4	-4	22	1	10	30	21
COc1ccc(NC(=O)CCCc2ccccc2)c(OC)c1	10	1	2.4	0	18	1	-12	9	10
CCOC(=O)N1CCN(c2c(Nc3ccc4c(c3)OCCO4)c(=O)c2=O)CC1	9	-3	-0.9	-2	15	-3	4	4	4
O=C1C(C=NCCCN2CCOCC2)=C(O)c2ccccc21	9	6	3.3	1	7	0	1	2	-16
COc1cc(NC(=O)c2[nH]c(C)c(C(C)=O)c2C)cc(OC)c1OC	20	8	2.1	-5	9	1	-6	45	7
OCC1(CCCc2ccccc2)CCN(Cc2cnc(N3CCOCC3)s2)CC1	-24	1	-1.4	-8	20	-1	-1	13	3
O=C1C2CC=CCC2C(=O)N1c1ccc(NCCc2ccccc2)c([N+](=O)[O-])c1 (stereo unspecified)	13	0	4.3	6	-2	-4	1	-4	37
COc1ccc(NC(=O)CSc2nnnn2C2CCCCC2)cc1	6	1	0.2	2	6	1	1	23	10
COC(=O)[C@H]1CCCN1C(=O)Nc1cccc(Oc2c(F)c(F)c(F)c(F)c2F)c1	-5	0	1.8	-6	12	-1	0	-13	-35

2 entries drawn at random from the list so far, as already listed:
SMILES	APJ antagonist	XBP1 UPR activ	UPR CHOP act	CXCR6 block	tim23-1 inh	APJ ag	EBI2 block	Mdm2-MdmX inh	CCR6 antagonist
Cc1ccc(Cl)cc1N(Cc1ccc(C(=O)NCc2cccnc2)cc1)S(=O)(=O)c1ccccc1	-8	-2	-0.3	-1	22	0	-10	20	-11
O=C(NC(=S)N1CCCc2ccccc21)c1ccccc1	15	7	-1.1	-2	6	-5	17	8	-13

Looked up above:
Result for COc1ccc(C(=O)N2CCc3cc(OC)c(OC)cc3C2)cc1OC in CCR6 antagonist: -8
Result for Cc1ccc(Cl)cc1N(Cc1ccc(C(=O)NCc2cccnc2)cc1)S(=O)(=O)c1ccccc1 in CXCR6 block: -1
Result for COc1ccc(NC(=O)CSc2nnnn2C2CCCCC2)cc1 in XBP1 UPR activ: 1
Result for O=C1C(C=NCCCN2CCOCC2)=C(O)c2ccccc21 in UPR CHOP act: 3.3
Result for COc1cc(NC(=O)c2[nH]c(C)c(C(C)=O)c2C)cc(OC)c1OC in Mdm2-MdmX inh: 45

New compounds follow:
SMILES	APJ antagonist	XBP1 UPR activ	UPR CHOP act	CXCR6 block	tim23-1 inh	APJ ag	EBI2 block	Mdm2-MdmX inh	CCR6 antagonist
Cc1onc(-c2ccccc2)c1C(=O)N1CC(C)OC(C)C1 (stereo unspecified)	28	-2	-3.2	-6	7	-2	2	-5	20
S=C(NCc1ccccc1)Nc1ccncc1	-49	-9	-0.4	0	5	23	-11	41	0
CCOC(=O)c1sc2nc(NC(=O)C3CCCCC3)sc2c1C	-2	-1	3.9	2	-4	-2	-5	-2	19
C/C(=N\NC(=O)Cc1c[nH]c2ccccc12)c1ccc2ccccc2c1	-18	-2	0.0	-9	9	-1	-18	17	-31
COc1ccc(NC(=O)C2CC(=O)N(c3ccccc3Cl)C2)c(OC)c1 (stereo unspecified)	2	-6	-1.4	-4	16	-1	3	-7	-5
CC1CC(C)CN(c2oc(Cc3ccccc3)nc2C#N)C1 (stereo unspecified)	9	0	0.0	-14	24	-1	6	0	21
COc1ccc(Cl)cc1NC(=S)N1CCN(C(=O)c2ccco2)CC1	1	-6	-1.2	7	8	-1	4	-6	-10
CC(=O)NCC(=O)OCC(=O)Nc1nc(-c2ccccc2)cs1	-7	6	1.8	-12	14	1	8	20	1
CCOC(=O)C1CCN(Cc2ccc3ccccc3c2)CC1	-6	-2	-1.9	3	14	-3	-1	12	20
COc1ccccc1-c1cc(C(F)(F)F)nc(NCc2cccs2)n1	0	-3	1.6	3	22	-4	23	-20	27
Cc1ccc(C2N=C(N)Nc3nc(=O)c4ccccc4n32)cc1 (stereo unspecified)	1	1	0.4	-2	17	-3	-3	6	6
CCOC(=O)c1cc(S(=O)(=O)N2CCN(Cc3ccccc3)CC2)cn1C	22	0	0.0	-1	5	-5	-7	-2	9
COc1ccc(Cl)cc1NC(=O)CSc1nnc(Cc2ccc(C)cc2)c(=O)[nH]1	10	-2	2.4	7	14	4	8	21	3
O=C(NCCN1CCOCC1)C(=O)NCC1OCCN1S(=O)(=O)c1ccccc1 (stereo unspecified)	7	-5	-0.7	4	-6	2	-8	-19	-14
Cc1noc(C)c1CSc1nc2sc(C)c(C)c2c(=O)n1-c1ccccc1	0	8	1.0	13	7	-6	18	11	9
O=S(=O)(NCCCCNS(=O)(=O)c1c(F)cccc1F)c1ccc2c(c1)OCCO2	-4	2	-1.9	10	5	-2	-20	18	6
O=C(C[C@@H]1C/C=C/CC[C@@H](Cc2ccc(F)cc2)C(=O)OC[C@H](Cc2ccccc2)NC1=O)N[C@H](CO)Cc1ccccc1	10	-2	3.0	-4	21	-4	8	-7	-9
Cc1noc(C)c1COC(=O)C1CC(O)CN1S(=O)(=O)c1ccc(Cl)cc1 (stereo unspecified)	6	2	0.6	10	-1	-1	-9	-8	-4
O=C(Nc1ccccc1)C1CC=CCC1C(=O)OCC1CCCO1 (stereo unspecified)	-10	0	-1.4	-2	2	-2	-10	7	-13
CCOc1ccc(NS(=O)(=O)c2ccc(NC(=O)c3ccccn3)cc2)cc1	15	-3	2.7	-2	9	1	-5	20	5
CCOC(=O)c1ccc(Nc2nnc(C)c3ccccc23)cc1	-11	4	4.4	-9	33	3	-10	-45	7
COCc1cc(=O)[nH]c(-c2ccccc2)n1	2	0	-1.6	-2	4	-1	-3	-9	7
CCN(CC)C(=O)Cn1ncc2c1-c1ccccc1OC2	9	-1	0.2	1	-2	-2	5	8	10
CC(=O)Nc1ccc(NC(=O)CSc2ccc(-c3sc(C)nc3C)nn2)cc1	-29	-4	0.8	-8	0	5	-2	8	-9
O=C(NC(=S)N1CCOCC1)C12CC3CCC(CC(C3)C1)C2	0	-1	7.3	-2	19	5	-4	-50	5
O=C(Cc1cn(Cc2cccc(Cl)c2)c2ccccc12)N1CCCC1	19	-1	-0.9	6	10	0	1	4	9
CCO[C@H]1OC(C(=O)Nc2ccccc2)=C[C@@H](c2cn(C(C)=O)c3ccccc23)[C@@H]1CCCO	-14	-3	-0.3	4	23	3	3	32	-1
Cc1onc(-c2ccccc2Cl)c1C(=O)N(Cc1nc(-c2ccccc2)no1)C1CCCCC1	6	0	1.0	18	35	-5	19	29	19
Cc1cccc(C)c1N1CCc2cn[nH]c21	5	1	-1.5	-10	11	1	-5	7	3
O=C(CSc1nnc(-c2ccncc2)n1Cc1ccco1)Nc1ccccc1Cl	-11	1	-0.8	0	21	-3	2	8	-2
CC(C)CNC(=S)NNC(=O)c1csc2c1CCC(C)C2 (stereo unspecified)	25	-2	-2.1	5	16	-4	9	-23	21
CN1CCN(c2ccc(S(=O)(=O)N3CCCCC3)cc2NC(=O)COc2cccc(Cl)c2)CC1	-17	-4	0.1	10	-15	-3	18	28	17
Fc1ccccc1-n1cn[nH]c1=S	10	-2	2.8	-3	15	-4	-8	-19	-10
CC(C)(C)SCCNC(=O)/C=C/c1ccc([N+](=O)[O-])cc1	-10	0	0.2	1	30	-4	17	3	17
CC1CC(Nc2ccccc2N)=CC(=O)O1 (stereo unspecified)	-4	1	-0.6	-16	-1	-6	-5	9	4
N#Cc1nc(COc2ccc(-c3ccccc3)cc2)oc1NCc1cccnc1	2	-4	0.3	5	-464	-1	4	16	10
Cc1ccccc1C(=O)Nc1ccccc1N1CCCCC1	9	4	-1.7	-8	7	0	13	-3	5

Screens from PubChem BioAssay.

Not all compounds are listed; the hit share may differ from the screen's.
